# Screening results: PubChem, National Center for Advancing Translational Sciences (NCATS)
# CRE Fsk mod: CRE-bla signaling modulation under forskolin stimulation; Potency, µM (top dose mostly 38.2 µM), inactives show at the top dose activity change, negative = inhibition, actives largely listed as activators; AID 662; 71,000 compounds, 2.5% hits; CHO CRE-bla reporter (cAMP response element driving beta-lactamase), forskolin EC10, beta-lactamase ratio; active means well fitted activation curve with a large enough effect in the signal ratio, with a control signal flat, not every such curve was filed as active; inconclusive means small, poorly fitted or top-dose-only effect, or effect the other way, or a change in a side signal; the % refers to the signal ratio; further: potency means the concentration at half of the fitted maximal effect; % of control where 0% means no effect
#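 Reporter-gene assay: CHO cells with beta-lactamase behind cAMP responsive elements, co-treated with compound and EC10 NKH 477 for 3 hours at 37 degrees Celsius. Activity came from the 460/530 nm CCF4 emission ratio.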
# HBB splice mod: alters splicing of the hemoglobin beta chain; Potency, µM (highest dose often 46.1 µM), without a hit: at the top dose activation, hits mostly activators; AID 925; HBB splicing reporter cell assay, activation; EGFP reporter with mutant IVS2-654 intron; response scale: normalised to 500 nM splice-correcting PNA; 65,000 compounds, 0.06% hits; further: potency means the concentration at half of the fitted maximal effect; 0% is about no effect
#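 Compounds were applied for 2 days to HeLa EGFP-654 cells, 500/well in Optimem with 2% FCS. The reporter's EGFP is disrupted by mis-splicing of beta-globin intron IVS2-654. Readout: summed well GFP fluorescence from 488 nm laser scanning; reference was 500 nM antisense […] 654 PNA.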
# BRCT inh green: BRCA1 BRCT-phosphoprotein interaction inhibition; BRCA1 BRCT-phosphopeptide binding, green fluorescence polarization; Potency, µM (highest dose often 76.9 µM), inactives show at the top dose activity change, negative = inhibition, usual class: inhibitors; 75,000 compounds, 0.05% hits;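 further: potency means the concentration at half of the fitted maximal effect; plate controls were peptide without protein for full effect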
#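 Fluorescence polarization: His-tagged BRCT (~35 kDa BRCA1 C-terminus, 250 nM) bound to 100 nM fluorescein-labeled phosphorylated 10-aa BACH1 peptide, pH 7.3 phosphate buffer with DTT and Tween 20. Compounds incubated 12 min at room temperature; inhibition read as lowered polarization.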
# DNA Pol III inh: blocks replication by bacterial DNA polymerase III holoenzyme | 71,000 compounds, 0.25% hits | reconstituted DNA polymerase III holoenzyme replication, biochemical | Potency, µM (highest dose often 57.1 µM), inactives show at the top dose activity change, negative = inhibition; further: potency means the concentration at half of the fitted maximal effect; on the % scale 0 is the no-effect control and ±100 the full control effect
#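 Reconstituted *E. coli* holoenzyme (0.35 nM Pol III, 1 nM beta, 154 nM SSB, 2 nM primase) was preincubated with compound for 15 min at RT. Synthesis on 1.4 nM ssM13Gori ran 35 min, then was stopped with PicoGreen/EDTA and read as dsDNA fluorescence.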
# BRCT inh red: BRCT-phosphoprotein interaction inhibition (red fluorophore). AID 892. P38398. BRCT-phosphopeptide binding, red fluorescence polarization. 75,000 compounds, 0.03% hits. Potency, µM (doses to about 76.9 µM), for the others: top-dose activity change, negative = inhibition, actives largely listed as inhibitors; further: on the % scale 0 is the no-effect control and ±100 the full control effect
#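 Rhodamine-labelled pBACH1 10-mer (100 nM) bound to BRCT domain (100 nM) at pH 7.3; compounds incubated 12 min room temperature, polarization read. Free peptide defines full inhibition; unlabelled decapeptide titrated as control.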
# Hsp90 Hop PPI: changes Hsp90-Hop TPR2A binding signal, up or down; AlphaScreen TPR2A-His6 binding biotin-Hsp90 C-terminal peptide; Potency, µM (top dose mostly 57 µM), for the others: at the highest dose activity change, negative = inhibition; 71,000 compounds, 0.44% hits; AID 595; active means well fitted curve in either direction with a large enough effect; inconclusive means small, poorly fitted or top-dose-only effect, or another doubt; further: potency means the concentration at half of the fitted maximal effect; on the % scale 0 is the no-effect control and ±100 the full control effect; many of its hits are not listed in these tables
# HADH2 inh: inhibitors of human HADH2 dehydrogenase. Q99714. recombinant HADH2, NADH fluorescence, beta-hydroxybutyryl-CoA. AID 886. 73,000 compounds, 3.4% hits. Potency, µM (top dose mostly 57.1 µM), inactives show top-dose activity change, negative = inhibition, usual class: inhibitors; further: potency means the concentration at half of the fitted maximal effect; on the % scale 0 is the no-effect control and ±100 the full control effect; nearly all actives have a fitted effect of over 60% in size; many of its hits are not listed in these tables
# Target sequence (Q99714 whole entry, looked up, one chain of several): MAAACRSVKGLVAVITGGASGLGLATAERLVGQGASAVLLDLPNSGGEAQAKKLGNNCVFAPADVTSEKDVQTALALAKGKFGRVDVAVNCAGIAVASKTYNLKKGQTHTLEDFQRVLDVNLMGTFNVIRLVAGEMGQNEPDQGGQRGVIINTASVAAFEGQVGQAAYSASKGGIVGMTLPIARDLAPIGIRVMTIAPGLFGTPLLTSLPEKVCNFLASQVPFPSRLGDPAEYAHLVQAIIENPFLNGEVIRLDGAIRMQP
#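 NADH fluorescence (ex 360/em 450 nm) read every 30 s for 4 min; activity taken as last-minus-first time point difference. Enzyme 20 nM, NAD+ 1 mM, beta-hydroxybutyryl-CoA 90 uM, pH 9.0 Tris buffer.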
# 15-hLO inh: inhibitors of human 15-lipoxygenase (ALOX15) | P16050 | purified 15hLO-1, xylenol orange hydroperoxide absorbance | Potency, µM (top dose mostly 57.1 µM), for the others: at the top dose activity change, negative = inhibition, actives largely listed as inhibitors | 74,000 compounds, 1.4% hits | AID 887; further: potency means the concentration at half of the fitted maximal effect; on the % scale 0 is the no-effect control and ±100 the full control effect; nearly all actives have a fitted effect of over 55% in size
# Target sequence (P16050 whole entry, looked up): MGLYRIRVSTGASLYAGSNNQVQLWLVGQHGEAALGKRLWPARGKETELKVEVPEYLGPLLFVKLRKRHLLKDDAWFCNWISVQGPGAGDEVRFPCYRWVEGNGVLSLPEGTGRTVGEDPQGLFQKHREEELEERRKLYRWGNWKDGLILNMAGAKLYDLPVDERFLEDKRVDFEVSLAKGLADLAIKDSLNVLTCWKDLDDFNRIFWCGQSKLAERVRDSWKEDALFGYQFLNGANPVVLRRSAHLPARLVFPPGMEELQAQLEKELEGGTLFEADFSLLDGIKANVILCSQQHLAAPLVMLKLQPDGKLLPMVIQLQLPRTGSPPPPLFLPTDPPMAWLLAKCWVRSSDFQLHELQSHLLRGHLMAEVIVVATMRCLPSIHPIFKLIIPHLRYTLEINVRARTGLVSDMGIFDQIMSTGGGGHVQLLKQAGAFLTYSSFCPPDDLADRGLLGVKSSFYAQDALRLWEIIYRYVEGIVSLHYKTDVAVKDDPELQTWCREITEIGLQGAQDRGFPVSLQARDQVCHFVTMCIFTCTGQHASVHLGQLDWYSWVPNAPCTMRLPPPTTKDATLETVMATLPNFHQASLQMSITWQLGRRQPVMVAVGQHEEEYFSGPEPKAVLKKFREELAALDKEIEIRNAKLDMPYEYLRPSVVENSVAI
#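 Purified human 15hLO-1 (40 nM final) in 25 mM Hepes pH 7.5, 0.01% Triton X-100 was preincubated with compound 15 min at room temperature, then reacted 6 min with 50 uM arachidonic acid; hydroperoxide detected by Fe-XO, 573/405 nm absorbance ratio.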
# GFP derepression: epigenetic modulators derepressing GFP locus in mouse cells. mouse C127i GFP locus derepression, cytometry, 30 h. Potency, µM (series often up to 46.1 µM), for the others: at the highest dose GFP derepression (activation). 68,000 compounds, 0.09% hits. AID 597; further: % of control where 0% means no effect
#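 Read-out is the number of GFP-positive cells, scored as fluorescent objects 20 to 120 um wide, reflecting derepression of a silenced CMV-GFP reporter in murine C127i cells after 30 h compound exposure at 37 C.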
# USP2a inh: inhibitors of human ubiquitin-specific protease USP2a; O75604; USP2a enzymatic assay, qHTS inhibition; Potency, µM (doses to about 38.3 µM), inactives show top-dose activity change, negative = inhibition, actives largely listed as inhibitors; 60,000 compounds, 0.1% hits;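 further: potency means the concentration at half of the fitted maximal effect; nearly all actives have a fitted effect of over 60% in size; plate controls were DMSO for no effect and NEM full inhibition control for full effect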
#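 Inhibition is measured in a cell-free coupled assay with 20 nM USP2 core, 20 nM Ub-PLA2 and 20 uM NBD C6-HPC, 2.5 h incubation. Activity normalized to NEM control.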
# UbGFP stabilizer: ubiquitin-GFP accumulation via proteasome inhibition; Potency, µM (series often up to 45.9 µM), inactives show at the highest dose activation (GFP accumulation), hits mostly activators; Ubiquitin-GFP reporter cells, proteasome inhibition, GFP fluorescence; response scale: untreated = 0%, 10 µM MG-132 = 100%; 67,000 tested, under 10 active; AID 526; active means well fitted activation curve with a large enough effect, not every such curve was filed as active; inconclusive means small, poorly fitted or top-dose-only effect, or another doubt; inactive means no such curve, though single readings can be large or run the other way; further: potency means the concentration at half of the fitted maximal effect
#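 GFP accumulation read-out: laser plate cytometry counting ubiquitin(G76V)-GFP-expressing U2OS cells after 4 hr compound exposure at 37 °C. Titrations spanned 46 uM to 2.9 nM; 0% = basal, 100% = 10 uM MG-132; concentration-response curves fitted.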
# * marks the source's active call; other numbers are inactive results; ? = inconclusive; / = no result given; [ ] = dose if it differs, or a comment. Unless noted, the call rests on the fitted dose curve; in most records, active means well fitted curve in the direction sought with a large enough effect; inconclusive means small, poorly fitted or top-dose-only effect, or another doubt; inactive means no such curve, though single readings can be large; an effect the other way counts as inactive or inconclusive. This is a subset (hit frequency here may not be typical).
SMILES,CRE Fsk mod,HBB splice mod,BRCT inh green,DNA Pol III inh,BRCT inh red,Hsp90 Hop PPI,HADH2 inh,15-hLO inh,GFP derepression,USP2a inh,UbGFP stabilizer
COC(=O)c1ccc(C(NC(=O)c2ccccc2)[C@]2(C)C[C@H]2C2CCCCC2)cc1 (some centres not stated),9%,2.9%,-0.7%,-6%,1.2%,-4%,5%,/,/,/,/
O=C(NCc1ccc(N2CCCC2=O)cc1)c1cn(Cc2ccccc2)nn1,?,/,-0.8%,-3%,2.1%,-1%,9%,5%,-3%,2%,-6%
Cc1oc(-c2ccc(Cl)cc2)nc1CN1CCC(C(=O)NCc2cccnc2)CC1,?,-0.8%[1.84 µM],0.4%,-6%,0.0%,-1%,12%,-2%,-2%,25%,10%
CCOC(=O)C(C)Sc1nc(-c2ccc(OC)cc2)nc2c1c(=O)n(C)c(=O)n2C (configuration not stated),4%,-0.2%,0.2%,-8%,0.6%,3%,14%,3%,/,/,1%
CCOc1ccccc1NC(=O)CSc1nnc(-c2ccco2)n1Cc1ccco1,-4%,1.2%,-0.6%,-5%,0.8%,2%,-1%,0%,0%,-5%,4%
O=C(CSc1nc(-c2ccccc2)cs1)NC(=O)NCc1ccco1,13%,-1.6%,2.3%,4%,-0.2%,-25%,4%,-16%,1%,34%[activator],1%
COc1cccc(OC)c1C(=O)Nc1ccc(N2CCN(S(C)(=O)=O)CC2)cc1,-2%,-0.5%,-0.8%,2%,0.4%,-1%,7%,-3%,1%,-1%,1%
N#Cc1c(-n2cccc2/C=N/O)sc2c1CCCC2,-17%,-1.5%,0.4%,-1%,1.9%,-9%,7%,-8%,0%,-3%,2%
O=C(CSc1ncccc1-c1nc2ccccc2[nH]1)NC1CC1,3%,/,7.2%,-1%,0.4%,-3%,-14%,6%,6%,58%[activator],-6%
COCCCNC(=O)CN1C(=O)c2ccccc2C1=O,-4%,-0.1%[57.5 µM],-1.3%,-6%,1.2%,1%,6%,2%,2%,-2%,0%
Cc1cnc(C(=O)OCC(=O)NC2CCCCC2)cn1,-15%,-3.0%,-0.6%,-4%,2.3%,-3%,2%,7%,5%,6%,-2%
CCOc1cc(S(=O)(=O)Nc2ccccn2)ccc1F,1%,2.4%,-0.8%,-5%,-4.0%,1%,0%,-7%,0%,-11%,1%
c1nc(N2CCOCC2)c2sc3nc(N4CCOCC4)c4c(c3c2n1)CCCC4,-8%,2.0%,-0.7%,-2%,0.1%,-4%,10%,8%,-1%,-6%,4%
COc1cc(C2Nc3cccc4cccc(c34)N2)cc(OC)c1O,?,-0.8%,-4.3%,0%,-2.1%,-10%,1.6µM*,99%[activator],4%,-94%,11%
CC(=O)N1CCc2cc(Br)cc(S(=O)(=O)NCCCN3CCCC(C)C3)c21 (configuration not stated),-2%,0.2%,0.5%,-1%,0.4%,-3%,13%,5%,2%,-1%,-2%
COc1ccccc1Cc1noc(COc2cccc(C)c2C)n1,3%,-0.2%,-1.3%,1%,1.6%,?,-5%,-14%,0%,-6%,2%
O=C(CSc1nnnn1Cc1ccccc1)c1ccccc1,-8%,0.3%[57.5 µM],1.2%,?,-2.6%,7%,-2%,-1%,-3%,2%,1%
Cn1ccnc1SCC(=O)Nc1cccc2ccccc12,-11%,0.4%,-1.3%,-8%,0.9%,-5%,-10%,5%,11%,0%,1%
Cc1ccc2c(c1)N(CC(=O)N(Cc1ccc3c(c1)OCO3)CC1CCCO1)C(=O)C(C)O2 (configuration not stated),5%,/,-1.2%,-1%,1.7%,-5%,5%,-3%,4%,26%,3%
CCc1c(C)sc(NC(=O)c2ccco2)c1C(=O)N1CCCCC1,?,1.2%,-5.2%,-8%,0.0%,-2%,?,-24%,5%,10%,7%
Cc1ccc(NC(=O)COC(=O)c2ccc3c(c2)NC(=O)C2CCCN32)cc1 (configuration not stated),8%,-1.0%,3.1%,-4%,0.5%,-3%,-25%,-7%,1%,32%[activator],13%
CC(C)n1nnnc1SCC(=O)N1CCOCC1,-2%,-0.2%[57.5 µM],-2.7%,-19%,0.4%,-2%,-14%,5%,0%,/,2%
O=C(Nc1ccccc1Oc1ccccc1)c1cnccn1,21%,-0.7%,-3.5%,-8%,-1.2%,3%,13%,-20%,2%,26%,8%
COc1ccc(CCNC(=O)CSc2nnc(CNC(=O)c3ccco3)o2)cc1OC,1%,0.4%,-6.1%,-29%,-1.1%,-2%,4%,3%,0%,0%,1%
COc1cc(-c2c(C#N)c(N)nc3c2CCCC3)cc(OC)c1OC,?,3.3%[1.84 µM],2.9%,0%,0.8%,0%,-8%,-10%,0%,17%,-4%

# Two compounds from above, reduced to CRE Fsk mod, HBB splice mod and HADH2 inh.
smiles,CRE Fsk mod,HBB splice mod,HADH2 inh
COCCCNC(=O)CN1C(=O)c2ccccc2C1=O,-4%,-0.1%[57.5 µM],6%
CC(C)n1nnnc1SCC(=O)N1CCOCC1,-2%,-0.2%[57.5 µM],-14%

# The list goes on:
SMILES,CRE Fsk mod,HBB splice mod,BRCT inh green,DNA Pol III inh,BRCT inh red,Hsp90 Hop PPI,HADH2 inh,15-hLO inh,GFP derepression,USP2a inh,UbGFP stabilizer
C1CCC(CNc2c3c(nc4nnnn24)CCCC3)CC1,6%,/,-0.2%,-5%,-1.2%,-3%,15%,7%,-3%,3%,-5%
CCN1C2=C(C(=O)CCC2)C(c2ccc(O)c(Br)c2)C2=C1CCCC2=O,?,-0.3%[9.22 µM],-6.3%,-4%,0.3%,-3%,-7%,?,-2%,-20%,?
O=C(c1ccccc1)c1ccccc1C(=O)N1CCOCC1,4%,0.6%,-0.7%,-8%,-0.7%,-2%,-5%,3%,4%,-7%,-1%
Cc1cc(C)cc(NS(=O)(=O)c2ccc3[nH]cc(C(=O)NCc4ccco4)c(=O)c3c2)c1,?,-1.7%,3.3%,-5%,4.5%,-10%,-21%,?,-1%,49%[activator],3%
Cc1cccc(-n2ccnc2SCC(=O)Nc2cc(C)on2)c1,-5%,-0.1%,1.7%,-3%,-0.1%,-10%,-1%,5%,-2%,5%,0%
CCN1CCN(C(=O)CCN2C(=O)COc3ccc(C)cc32)CC1,12%,-3.3%,-0.5%,-3%,0.2%,5%,9%,7%,1%,6%,-1%
CCOC(=O)c1sc2nc(SCC#N)n(CCCN3CCCC3=O)c(=O)c2c1C,?,-1.3%,2.5%,-2%,1.4%,-11%,-8%,2%,0%,24%,-5%
CC(=O)NC(Cc1ccccc1F)C(=O)NC1CCN(C(=O)c2cnccn2)CC1 (configuration not stated),-6%,-2.6%,0.6%,0%,-3.5%,-6%,-3%,6%,2%,2%,2%
O=C(c1ccco1)N1CCN(S(=O)(=O)c2ccc(C3CCCCC3)cc2)CC1,3%,0.0%,0.8%,-3%,-0.4%,-3%,11%,-10%,0%,14%,7%
O=C(c1ccccc1)c1cncc(Br)c1,-14%,-0.3%,-0.7%,-6%,-0.3%,0%,-5%,?,-2%,-7%,0%

# Filtered by structure: the compounds so far containing bromine (three)
SMILES,CRE Fsk mod,HBB splice mod,BRCT inh green,DNA Pol III inh,BRCT inh red,Hsp90 Hop PPI,HADH2 inh,15-hLO inh,GFP derepression,USP2a inh,UbGFP stabilizer
CC(=O)N1CCc2cc(Br)cc(S(=O)(=O)NCCCN3CCCC(C)C3)c21 (configuration not stated),-2%,0.2%,0.5%,-1%,0.4%,-3%,13%,5%,2%,-1%,-2%
CCN1C2=C(C(=O)CCC2)C(c2ccc(O)c(Br)c2)C2=C1CCCC2=O,?,-0.3%[9.22 µM],-6.3%,-4%,0.3%,-3%,-7%,?,-2%,-20%,?
O=C(c1ccccc1)c1cncc(Br)c1,-14%,-0.3%,-0.7%,-6%,-0.3%,0%,-5%,?,-2%,-7%,0%
